TGFb SMAD3 inh – TGF-b pathway inhibition. HepG2 CAGA-GFP TGF-b/SMAD3 reporter, GFP fluorescence, 18 h; TGF-beta stimulated, 500 pg/mL final. Potency, µM (top dose mostly 46.1 µM), without a hit: at the top dose activity, negative = inhibition, most hits filed as inhibitors. 410,000 compounds, 1.2% hits. AID 588855; note: potency is the fitted concentration of half-maximal effect; % is set by controls: 0 for no effect and ±100 for the full control effect; nearly all actives have a fitted effect of over 65% in size
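Inhibition of TGF-beta-driven CAGA-GFP reporter expression in HEPG2 cells is measured by cellular GFP fluorescence after 18 h stimulation with 500 pg/mL recombinant TGF-beta in 1% FBS medium at 37 degrees C.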
EPAC2 antagonist – blocks human EPAC2 exchange factor. Potency, µM (highest dose often 114 µM), for inactives: at the highest dose activity, negative = inhibition, actives largely listed as inhibitors. 360,000 compounds, 0.18% hits. EPAC2 GEF exchange of Rap1B-BODIPY-GDP, fluorescence; note: potency is the fitted concentration of half-maximal effect; % is set by controls: 0 for no effect and ±100 for the full control effect; nearly all actives have a fitted effect of over 45% in size; many of its hits are not listed in these tables
Target sequence (Q8WZA2 whole entry, looked up): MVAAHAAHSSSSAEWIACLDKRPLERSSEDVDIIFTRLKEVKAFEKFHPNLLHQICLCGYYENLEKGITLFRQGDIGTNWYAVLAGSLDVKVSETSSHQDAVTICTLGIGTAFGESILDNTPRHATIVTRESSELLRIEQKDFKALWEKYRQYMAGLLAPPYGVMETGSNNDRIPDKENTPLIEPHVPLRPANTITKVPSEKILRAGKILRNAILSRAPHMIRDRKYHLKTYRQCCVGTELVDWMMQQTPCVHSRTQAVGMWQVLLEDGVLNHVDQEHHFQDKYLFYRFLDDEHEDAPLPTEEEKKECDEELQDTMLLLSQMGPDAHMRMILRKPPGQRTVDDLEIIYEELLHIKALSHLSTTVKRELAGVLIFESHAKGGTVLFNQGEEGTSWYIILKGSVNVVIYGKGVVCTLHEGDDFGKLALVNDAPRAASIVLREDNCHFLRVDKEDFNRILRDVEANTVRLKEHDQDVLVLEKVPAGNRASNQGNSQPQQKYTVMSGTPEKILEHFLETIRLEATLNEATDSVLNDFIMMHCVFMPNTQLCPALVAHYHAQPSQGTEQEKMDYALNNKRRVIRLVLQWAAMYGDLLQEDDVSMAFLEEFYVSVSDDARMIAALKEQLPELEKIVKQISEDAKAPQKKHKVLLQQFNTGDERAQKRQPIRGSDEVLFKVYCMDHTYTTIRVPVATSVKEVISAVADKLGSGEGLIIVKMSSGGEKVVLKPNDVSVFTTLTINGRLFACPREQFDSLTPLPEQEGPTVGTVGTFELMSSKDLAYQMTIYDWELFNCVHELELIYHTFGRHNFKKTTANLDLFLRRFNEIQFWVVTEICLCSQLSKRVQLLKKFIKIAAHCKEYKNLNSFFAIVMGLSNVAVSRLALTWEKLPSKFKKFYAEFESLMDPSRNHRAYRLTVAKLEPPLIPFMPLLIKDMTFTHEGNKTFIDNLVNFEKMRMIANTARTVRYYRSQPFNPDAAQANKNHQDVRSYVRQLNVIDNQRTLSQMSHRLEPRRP
Nrf2 activator – activates Nrf2 signaling; AREc32 ARE-luciferase reporter (MCF7-derived line), luminescence, 24 h; 410,000 compounds, 0.31% hits; Potency, µM (doses to about 46.1 µM), for the others: at the highest dose activation, most hits filed as activators; note: potency is the fitted concentration of half-maximal effect; % of control where 0% means no effect; nearly all actives have a fitted effect of over 65% in size
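Luminescent ARE reporter assay in AREc32_Fluc cells: overnight plating at 37 deg C, 24 hr compound incubation, Steady-Glo added, 30 min RT before reading.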
MmCpn inh – blocks the Methanococcus maripaludis chaperonin Mm-Cpn | purified Mm-Cpn ATPase, ADP Transcreener TR-FRET | AID 504842 | 330,000 compounds, 0.031% hits | Potency, µM (highest dose often 76.9 µM), without a hit: at the highest dose activity, negative = inhibition, usual class: inhibitors; note: potency is the fitted concentration of half-maximal effect; % is set by controls: 0 for no effect and ±100 for the full control effect; nearly all actives have a fitted effect of over 80% in size
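Purified archaeal Mm-CPN (25nM final) preincubated 10 min at 37degC with compound, then 10uM ATP for 30 min at 37degC; ADP measured by HTRF Transcreener TR-FRET; buffer 30 mM TRIS pH 7.4, 100mM KCl, 5mM MgCl2, 1mM DTT.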
CCT chaperon mod – changes cytosolic chaperonin activity. purified chaperonin ATPase assay, HTRF ADP detection, 30 min. activity change, % (test concentration not listed), hits read low. 360,000 compounds, 0.3% hits. AID 651819; in the data active = activity change below about -30%; note: % is set by controls: 0 for no effect and ±100 for the full control effect
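Nucleotide hydrolysis assay: TRiC at 20–40 nM final (set by batch activity) with 10 uM ATP, 30 min at 37 °C, in presence of 76 uM compound. Detection by competitive ADP HTRF, 30 min ambient.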
A549 viability – A549 cytotoxicity, counter-screen for Nrf2 inhibitors | A549 ARE-Fluc cells, CellTiter-Fluor viability, 18-24 h | Potency, µM (top dose mostly 46 µM), without a hit: at the highest dose activity change, negative = cytotoxicity, hits mostly inhibitors | AID 504648 | 390,000 compounds, 0.16% hits; note: potency is the fitted concentration of half-maximal effect; % is set by controls: 0 for no effect and ±100 for the full control effect
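A549 ARE_Fluc cells in 5% FBS OPTI-MEM were exposed to compounds in concentration-response for 18-24 h at 37 deg C. Viability was read by CellTiter-Fluor fluorescence (Ex 405/Em 525) after 30 min, before the luciferase read.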
pAkt inh – inhibitors of Akt phosphorylation; 360,000 compounds, 0.32% hits; activity change, % for hits at 50 µM; AID 651550; Neuro2A IGF-stimulated pAkt S473 HTRF, 20 min; hits give low values; in the data active = activity change below about -80%; inconclusive = mostly about -51% to -80%; note: % is set by controls: 0 for no effect and ±100 for the full control effect
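Neuro2A cells in DMEM with 0.5% FBS, overnight at 37 deg C, given compound at single 50 µM final, then IGF (6 nM final) for 20 min at 37 deg C. Lysed; phospho-Akt Ser473 by HTRF after 24 h, 665/615 ratio.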
Nrf2 inh – Nrf2 pathway inhibition | Potency, µM (series often up to 46 µM), for the others: at the top dose activity change, negative = inhibition, most hits filed as inhibitors | 360,000 compounds, 2.1% hits | AID 504444 | A549 ARE-Fluc reporter, luciferase luminescence, 18-24 h; note: potency is the fitted concentration of half-maximal effect; % is set by controls: 0 for no effect and ±100 for the full control effect; nearly all actives have a fitted effect of over 60% in size
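Concentration-response testing used A549 ARE_Fluc cells at 5000 cells/well. Following an 18-24 h compound incubation, viability was read by fluorescence (Ex 405/Em 525) and luciferase output by luminescence.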
EPAC2 agonist – activates human EPAC2 exchange factor; Potency, µM (doses to about 154 µM), for inactives: at the highest dose activation, actives largely listed as activators; 360,000 compounds, 0.079% hits; EPAC2 activation, biochemical qHTS; response scale: 100% = 6.5 mM cAMP response; Q8WZA2; note: potency is the fitted concentration of half-maximal effect; nearly all actives have a fitted effect of over 50% in size
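qHTS, titration series. 100 nM EPAC2 / 250 nM Rap1B-BODIPY-GDP / 50 uM GDP; RT; ex 480/em 540 nm, 5-min reads to 30 min. Norm. to 6.5 mM cAMP = activation.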
* = called active by the depositor; i = inactive; ? = inconclusive; . = not tested or not shown; & = joins results of further samples; [ ] = dose if it differs, or a comment. Unless noted, calls come from the whole dose curve; as a rule, active = well fitted curve in the direction sought with a large enough effect; inconclusive = small, poorly fitted or top-dose-only effect, or another doubt; inactive = no such curve, though single readings can be large; an effect the other way counts as inactive or inconclusive.

entry	mol	TGFb SMAD3 inh	EPAC2 antagonist	Nrf2 activator	MmCpn inh	CCT chaperon mod	A549 viability	pAkt inh	Nrf2 inh	EPAC2 agonist
1	CC1CCN(C(=O)CSc2nnc(-c3cc4ccccc4cc3O)n2Cc2ccco2)CC1	?	-3%	5.4%	0%	-3.8	-15%	i	?	-6%
2	COc1ccccc1CNC(=O)C/C(C)=N/NC(=O)Cc1ccc(OC)c(OC)c1	14%	8%	-0.2%	0%	-2.9	-7%	i	14%	-3%
3	CN(C)S(=O)(=O)c1cccc(C(=O)OCC(=O)NCc2ccc3c(c2)OCO3)c1	-1%	8%	-0.2%	1%	1.0	1%	i	1%	-2%
4	COc1nc(OC)nc(N2CCC(C(=O)NCC3CCCCC3)CC2)n1	11%	-2%	0.2%	2%	-2.8	1%	i	26%	-8%
5	Nc1c(N(CCC2=CCCCC2)C(=O)COc2ccc([N+](=O)[O-])cc2)c(=O)[nH]c(=O)n1Cc1ccccc1	7%	1%	-0.6%	.	-0.4	-6%	i	?	-2%
6	CCN(Cc1ccccc1)S(=O)(=O)c1ccc(C(=O)N(CCCN(C)C)c2nc3cc4c(cc3s2)OCCO4)cc1	?	-7%	2.5%	-1%	1.6	-8%	i	?	7%
7	CN(C)NC(=O)C(NC(=O)c1ccccc1)C12CC3CC(CC(C3)C1)C2 (stereo not given)	1%	-11%	2.3%	0%	-2.4	13%	i	-1%	8%
8	CCn1nc(NC(=O)c2cccnc2)c2cc3ccccc3nc21	-4%	6%	-0.7%	-6%	-0.5	-2%	i	-19%	-6%
9	COC(=O)C1=C(C)NC(C)=C([N+](=O)[O-])C1c1ccccc1C(F)(F)F (stereo not given)	-7%&-8%	50µM*	3.9%&0.4%	1%&-2%	-0.3&-3.8	?	i	?	3%&-3%
10	COc1ccc(S(=O)(=O)N2CCOCC2)cc1C(=O)NC1CCCCC1	-3%	-2%	-0.3%	-2%	-1.5	-4%	i	-6%	3%
11	CCCc1cc(=O)oc2cc(OCC(=O)N(C)C)c(Cl)cc12	9%	-9%	0.2%	-2%	0.3	6%	i	26%	0%
12	COc1ccc(CCNc2nc3cc(OC)c(OC)cc3c3nc(-c4ccccc4)nn23)cc1OC	-7%	.	3.2%	.	.	5%	.	6%	.
13	COc1ccc(NC(=O)CSc2cn(CCNC(=O)c3c(F)cccc3F)c3ccccc23)cc1	?	.	3.2%	.	.	3%	.	?	.
14	CCOC(=O)c1sc2ncn(/N=C/c3ccc(O)c(OC)c3)c(=O)c2c1C	0%	16%	-1.3%	-2%	-1.2	0%	i	7%	-1%
15	COc1ccc(C2=NN(C(C)=O)CC2c2cccc([N+](=O)[O-])c2)cc1 (stereo not given)	16%	-6%	2.8%	0%	-0.4	1%	i	-3%	12%
16	Cc1c[nH]c2cccc(OCC(CNC(C)(C)C)OC(=O)c3ccccc3)c12 (stereo not given)	-14%	-10%	1.6%	1%	-1.1	2%	i	15%	4%
17	O=C(CCCNC(=O)c1ccc(Cl)cc1)Nc1ncccc1O	-9%	1%	0.7%	2%	-0.2	1%	i	2%	9%
18	CCCOC1CCCN(C(=O)c2cc(COc3cncc(Cl)c3)on2)C1 (stereo not given)	0%	3%	3.8%	1%	-2.9	-9%	i	28%	11%
19	CCC(C)Nc1nc(N)c([N+](=O)[O-])c(NCCO)n1 (stereo not given)	-10%	2%	5.7%	-2%	-1.7	2%	i	-8%	5%
20	O=C(c1ccco1)N1CCN(c2ccc([N+](=O)[O-])cc2Cl)CC1	-20%	-7%	2.3%	1%	0.2	-16%	i	?	5%
21	Cc1cc(-c2ccc(C)c(S(=O)(=O)Nc3ccc(C)c(N(C)C)c3)c2)on1	-19%	.	-0.8%	.	.	-19%	.	?	.
22	OCCC1CN(Cc2ccc3c(c2)CCO3)CCN1C1CCCC1 (stereo not given)	21%	-3%	0.1%	-4%	0.3	-4%	i	-9%	-3%
23	O=C(Nc1cccc(Br)c1)c1cc(S(=O)(=O)N2CCOCC2)cs1	-14%	-19%	-0.2%	-2%	-2.9	-5%	i	?	7%
24	Cc1onc(C(=O)Nc2cccnc2Cl)c1[N+](=O)[O-]	2%	5%	?	-2%	3.3	-4%	i	10%	-1%
25	COc1ccc(CN(C)C2c3ccccc3-c3ccccc32)cc1	?	-8%	0.1%[9.22 µM]	-3%	-1.0	?	i	2%	9%

Profiles as entered above:
`CCN(Cc1ccccc1)S(=O)(=O)c1ccc(C(=O)N(CCCN(C)C)c2nc3cc4c(cc3s2)OCCO4)cc1` as listed: TGFb SMAD3 inh = ?; EPAC2 antagonist = -7%; Nrf2 activator = 2.5%; MmCpn inh = -1%; CCT chaperon mod = 1.6; A549 viability = -8%; pAkt inh = i; Nrf2 inh = ?; EPAC2 agonist = 7%
`COc1ccc(CN(C)C2c3ccccc3-c3ccccc32)cc1` as listed: TGFb SMAD3 inh = ?; EPAC2 antagonist = -8%; Nrf2 activator = 0.1%[9.22 µM]; MmCpn inh = -3%; CCT chaperon mod = -1.0; A549 viability = ?; pAkt inh = i; Nrf2 inh = 2%; EPAC2 agonist = 9%

Other records:
entry	mol	TGFb SMAD3 inh	EPAC2 antagonist	Nrf2 activator	MmCpn inh	CCT chaperon mod	A549 viability	pAkt inh	Nrf2 inh	EPAC2 agonist
26	Cc1cccc(-c2noc(-c3ccoc3C)n2)c1	-19%	-22%	6.0%	-6%	-1.9	-1%	i	?	11%
27	COc1ccccc1-c1ccc(/C=C2\C=CC(=O)O2)o1	2%	17%	16µM*	-2%	-0.3	1%	i	1%	11%
28	O=c1[nH]c2cc3c(cc2cc1C(c1nnnn1C1CCCC1)N1CCSCC1)OCCO3 (stereo not given)	-13%	13%	-0.4%	-8%	-0.6	8%	i	1%	-6%
29	CC(C)Oc1ccc(CNC(=O)CCCN2C(=O)C(c3ccccc3)Oc3cccnc32)cc1 (stereo not given)	11%	-7%	-1.3%	0%	0.1	0%	i	1%	-14%
30	Cn1c(SCC(O)c2ccccc2)nnc1-c1ccc2ccccc2c1 (stereo not given)	0%	-1%	1.4%	1%	-0.3	1%	i	7%	-3%
31	COc1ccccc1N(C(=O)NCc1ccccc1)C1=NCC(C)S1 (stereo not given)	-12%	-10%	1.5%	-2%	0.7	17%	i	2%	25%
32	CN(C)c1cccc(NC(=O)c2cccc3c(-c4ccc(F)c(F)c4)coc23)c1	30%	10%	3.1%	.	-0.6	.	i	.	7%
33	C=CCN(C(=O)CCC(=O)Nc1cc(C)on1)C(C(=O)NC(C)(C)C)c1ccc(OC)cc1 (stereo not given)	1%	-5%	-0.3%	-2%	-0.5	-11%	i	?	-14%
34	COC(=O)C1C2CCC(C2)C1C(=O)OCC(=O)c1ccccc1 (stereo not given)	10%	-5%	0.2%	-1%	0.1	.	i	6%	9%
35	COc1ccc(NC(=O)Nc2ccc3c(c2)CCC3)cc1OC	1%	2%[57.1 µM]	0.0%	1%	-1.9	-3%	i	2%	7%
36	CC(=O)c1ccc(Nc2nc(NCCO)nc(OC(C(F)(F)F)C(F)(F)F)n2)cc1	-22%	1%	3.6%	1%	-1.3	-3%	i	-12%	-26%
37	CCOc1ccc2nc(SCC(=O)NC3CCCc4ccccc43)sc2c1 (stereo not given)	6%	-10%	-0.4%	0%	-1.4	2%	i	-4%	5%
38	O=C(NC1CCCCCC1)C1CC(=O)N(Cc2ccccc2)C1 (stereo not given)	7%	12%	0.5%	?	0.5	8%	i	-15%	6%
39	O=C1CN(C(=O)COc2c(F)c(F)cc(F)c2F)c2ccccc2N1	-9%	1%	0.1%	0%	-1.8	1%	i	8%	5%
40	CCC(=O)Nc1c2c(nc3c1CCC3)CCCC2	-1%	-7%	-0.9%	1%	1.1	16%	i	7%	-14%
41	Cn1c(SCc2ccccc2Br)nc2ccccc2c1=O	?	-16%	14%	-2%	0.3	8%	i	-13%	8%
42	CCN(CC)C(=O)C1CCN(Cc2ccc(OCc3ccccc3)c(OC)c2)CC1	-7%	2%	4.9%	-2%	-8.1	-4%	i	4%	16%
43	COc1cc2c(c3ccccc13)CCCC2=O	-10%	-5%	3.3%	.	-2.9	4%	i	12%	9%
44	O=C(/C=C/c1ccc(Cl)cc1)Nc1ccc(N2CCOCC2)cc1	1%	12%	2.5%	-2%	-1.7	-4%	i	?	5%
45	Cc1cc(NC(=O)COC(=O)COc2ccc3c4c(c(=O)oc3c2)CCC4)no1	8%	13%	-0.5%	-1%	-1.3	0%	i	8%	10%
46	NC(=O)C1CCN(CCS(=O)(=O)c2ccc(Cl)cc2)CC1	-1%	12%	?	-14%	-3.2	2%	i	-8%	12%
47	CC(C)(C)c1ccc(C(=S)N2CCN(c3ccccc3)CC2)cc1	?	-10%	-0.5%	-3%	-1.9	8%	i	8%	6%
48	CC(C)(C)C1CCC(=O)N(CCSc2ccccc2)CC1 (stereo not given)	?	-25%	3.6%	0%	-0.3	0%	i	?	11%
49	CCN1CC=C2C(C1)C(c1ccc(Cl)s1)C(C#N)=C(N)C2(C#N)C#N (stereo not given)	41%[activator]	-9%	2.2%	-4%	-2.7	-13%	i	-10%	21%
50	COc1cccc(C(=O)N2CCN(Cc3nc(-c4ccoc4)oc3C)CC2)c1	-7%	-8%	0.9%	.	-2.0	.	i	.	16%
51	CC(=O)NC(c1ccccc1)c1nc(-c2ccc(S(C)(=O)=O)cc2)cs1 (stereo not given)	0%	-2%	0.6%	.	1.0	.	i	.	9%
52	CC12CCC(C(=O)Nc3ccccc3)(C/C1=N\O)C2(C)C (stereo not given)	3%	-2%	-0.5%	1%	-1.6	.	i	18%	12%
53	O=[N+]([O-])c1ccc(NC2CCCC2)cc1	-2%	-11%	0.4%	0%	0.2	-9%	i	3%	6%
54	Cc1ccc(CN2CCN(Cc3nc(C(C)C)cs3)CC2CCO)cc1 (stereo not given)	-22%	2%	2.6%	-5%	-0.7	-2%	i	9%	-6%

Screening data deposited in PubChem by National Center for Advancing Translational Sciences (NCATS).

Not all compounds are listed, so the mix of outcomes need not match the whole.
